Screening results from PubChem.
EPAC1 antagonist: antagonists of human EPAC1. O95398. EPAC1 GEF assay, Rap1b-BODIPY-GDP exchange fluorescence. Potency, µM (doses to about 115 µM), for the others: at the highest dose activity change, negative = inhibition, actives largely listed as inhibitors. actives 0.14% (n = 360,000). AID 720709;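 also: potency is read from the fitted curve at half-maximal effect; plate controls were vehicle for no effect and positive control for full effect; nearly all actives have a fitted effect of over 50% in size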
aSyn rescue: inhibitors of alpha-synuclein toxicity in yeast; Yeast expressing alpha-synuclein, growth rescue, BacTiter-Glo, 24 h; Potency, µM (titrated, usually from 46.1 µM), for inactives: at the top dose growth rescue (activation), most hits filed as activators; actives 0.14% (n = 370,000); also: potency is read from the fitted curve at half-maximal effect; % of control where 0% means no effect; nearly all actives have a fitted effect of over 65% in size
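Screening used galactose-induced yeast with toxic alpha-synuclein levels, exposed to compound for 24 hr at 30 deg C. Cell growth, read with BacTiter-Glo luminescence, gave the measured signal.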
PLK1 PBD block: blocks phosphopeptide binding to human PLK1 polo-box domain; actives 2.8% (n = 360,000); Plk1 PBD binding of FITC phosphopeptide, fluorescence polarization; Potency, µM, for inactives: max response, negative = inhibition, actives largely listed as inhibitors; P53350; AID 720504; also: potency is read from the fitted curve at half-maximal effect; series mostly up to about 57 µM; % is scaled to controls: 0 for no effect and ±100 for the full control effect; nearly all actives have a fitted effect of over 65% in size
Target sequence (P53350 whole entry, looked up, the tested form may be a part): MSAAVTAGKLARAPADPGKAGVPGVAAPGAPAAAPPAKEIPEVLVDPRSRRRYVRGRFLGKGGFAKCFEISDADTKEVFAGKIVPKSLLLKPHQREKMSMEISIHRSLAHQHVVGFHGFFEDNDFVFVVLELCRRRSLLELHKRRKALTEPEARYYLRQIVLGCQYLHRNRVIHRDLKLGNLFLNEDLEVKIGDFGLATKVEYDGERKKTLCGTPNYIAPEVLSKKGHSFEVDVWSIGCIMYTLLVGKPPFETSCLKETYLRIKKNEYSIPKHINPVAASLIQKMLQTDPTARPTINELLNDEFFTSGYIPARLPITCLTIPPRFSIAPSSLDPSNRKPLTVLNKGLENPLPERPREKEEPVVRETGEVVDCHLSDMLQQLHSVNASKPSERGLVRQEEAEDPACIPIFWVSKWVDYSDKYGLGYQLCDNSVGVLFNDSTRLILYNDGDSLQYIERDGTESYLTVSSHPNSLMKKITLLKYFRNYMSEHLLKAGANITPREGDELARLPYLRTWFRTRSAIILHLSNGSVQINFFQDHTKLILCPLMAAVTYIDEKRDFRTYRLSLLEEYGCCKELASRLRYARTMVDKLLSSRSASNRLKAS
FUS suppressor: FUS proteinopathy suppression in yeast | Potency, µM (top dose mostly 76.6 µM), for the others: top-dose growth rescue (activation), actives largely listed as activators | AID 1347120 | actives 0.24% (n = 390,000) | S. cerevisiae FUS-expressing, growth rescue, OD600, 24 h;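 also: potency is read from the fitted curve at half-maximal effect; plate controls were DMSO vehicle for no effect and reference control for full effect; nearly all actives have a fitted effect of over 55% in size; some results filed as inactive show a strong effect at the top dose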
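Yeast expressing FUS under galactose induction, OD 0.005 in 2% galactose medium; compounds in a dilution series, 24 h at 30C. Growth rescue by absorbance at 600 nm; CP55940 positive control, DMSO negative.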
PI5P4Ka inh: inhibitors of human PI5P4K alpha | P48426 | PI5P4Kalpha enzyme, ADP-Glo luminescence, 60 min; hits give low values | actives 1.2% (n = 330,000) | max response, %; active = max response of -50% or lower; inconclusive = between -30% and -50%; inactive = -30% or higher; also: value at the top dose of about 77 µM; % is scaled to controls: 0 for no effect and ±100 for the full control effect
Target sequence (P48426 whole entry, looked up): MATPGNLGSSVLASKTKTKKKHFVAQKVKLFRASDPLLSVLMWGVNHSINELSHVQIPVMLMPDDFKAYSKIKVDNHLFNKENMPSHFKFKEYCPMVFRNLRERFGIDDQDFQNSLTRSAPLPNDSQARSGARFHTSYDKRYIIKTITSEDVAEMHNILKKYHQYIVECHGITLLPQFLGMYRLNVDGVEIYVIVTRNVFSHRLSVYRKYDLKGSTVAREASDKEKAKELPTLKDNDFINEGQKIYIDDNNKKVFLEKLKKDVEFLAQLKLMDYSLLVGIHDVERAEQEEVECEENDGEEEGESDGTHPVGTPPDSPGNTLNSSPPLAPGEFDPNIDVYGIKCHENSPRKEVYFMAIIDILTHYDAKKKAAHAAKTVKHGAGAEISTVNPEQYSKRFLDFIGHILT
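Quantitative HTS of the MLSMR library against PI5P4Kalpha with substrate. ATP added last at 5 microM final; room temperature, 60 minutes. Remaining ATP depleted, ADP converted and read as luminescence.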
WRN inhibitor: inhibitors of human WRN helicase | Q14191 | WRN helicase unwinding, fluorescent forked duplex, kinetic | actives 0.46% (n = 360,000) | AID 651768 | Potency, µM (titrated, usually from 114 µM), inactives show at the top dose activity change, negative = inhibition, hits mostly inhibitors; also: potency is read from the fitted curve at half-maximal effect; % is scaled to controls: 0 for no effect and ±100 for the full control effect; nearly all actives have a fitted effect of over 55% in size
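Primary qHTS, 1536-well format. 20 nM WRN + compound, 15 min RT; start with 100 nM forked fluorophore/quencher duplex, 2 mM ATP (final); kinetic read ex 525/em 598 nm.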
Abeta yeast res: compounds reversing amyloid beta toxicity in yeast. yeast expressing A-beta42, growth rescue, OD600, 48 h; response scale: 0% DMSO, 100% iron-clioquinol control. Potency, µM (doses to about 46.1 µM), inactives show at the top dose growth rescue, usual class: activators. actives 0.063% (n = 410,000); also: potency is read from the fitted curve at half-maximal effect; nearly all actives have a fitted effect of over 55% in size
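Growth rescue measured by 600 nm absorbance after 48 h yeast culture at 30 C with compound. Values normalized between DMSO and an equimolar ferric chloride plus clioquinol control.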
IL2 activator: IL-2 activation. activation, % (series mostly up to about 46 µM). actives 0.065% (n = 360,000). IL-2 activation reporter assay, cell-based qHTS; stimulated with anti-CD3/CD4/CD28 beads; in transgenic mouse T cells; in the data active = activation above about 50%; inconclusive = mostly about 30% to 49%; also: 0% is about no effect
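Quantitative HTS in unstimulated transgenic mouse T cells, with memory T cells as non-tolerant control and PMA/ionomycin as tolerance-bypass control. Compound pretreatment lasted 60 minutes before 18 h bead stimulation; EGFP/DsRed fluorescence read.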
EPAC1 agonist: activates human EPAC1 exchange factor. EPAC1 agonist qHTS, biochemical assay; response scale: 100% = response to 6.5 mM cAMP. AID 720707. actives 0.073% (n = 360,000). Potency, µM (titrated, usually from 154 µM), inactives show at the top dose activation, hits mostly activators; also: potency is read from the fitted curve at half-maximal effect; nearly all actives have a fitted effect of over 60% in size
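Normalized to 6.5 mM cAMP, activity reflects EPAC1-catalysed release of BODIPY-GDP from Rap1B, followed kinetically over 30 min at 480 nm excitation, 540 nm emission. Reaction contained 100 nM EPAC1, 250 nM Rap1B-BODIPY-GDP, 50 uM GDP.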
Numbers without * were called inactive; ? = inconclusive; nt = no result given; & = joins results of further samples; [ ] = remark or other dose. Unless noted, calls follow the shape of the dose curve; as a rule, active = well fitted curve in the direction sought with a large enough effect; inconclusive = small, poorly fitted or top-dose-only effect, or another doubt; inactive = no such curve, though single readings can be large; an effect the other way counts as inactive or inconclusive.

SMILES	EPAC1 antagonist	aSyn rescue	PLK1 PBD block	FUS suppressor	PI5P4Ka inh	WRN inhibitor	Abeta yeast res	IL2 activator	EPAC1 agonist
Cc1ccccc1Cn1c(=O)c2c(nc3n2CCCN3Cc2ccccc2)n(C)c1=O	-27%	0%	-2%	-2%	5	-10%	0%	-0.4	5%
COC(=O)[C@]1(C)N[C@H](CN(C)S(=O)(=O)c2ccc(F)cc2)[C@@H]2C(=O)N(C)C(=O)[C@@H]21	?	-2%	-8%	-24%	1	-5%	-11%	0.9	-13%
COc1cccc(NC(=O)CN(C)C(=O)/C=C/c2cn(-c3ccccc3)nc2-c2ccc(OC)c(OC)c2)c1	-7%	1%	-4%	40µM*	2	-9%	-13%	0.0	22%
CC(C)c1c(C(=O)N/N=C/c2ccc3c(c2)OCO3)nnn1-c1nonc1N	9%	-6%	?	-18%	-1	-4%	27%	-1.5	12%
CSc1nc(Oc2ccc3ccccc3c2)c2sccc2n1	-6%	-5%	-4%	-6%	16	-13%	-10%	0.1	1%
Cc1cc(C)n2nc(C(=O)OCC(=O)N(C)C3CCCCC3)nc2n1	4%	-6%	-4%	21%	-2	-32%	-4%	-0.8	10%
COc1ccc(C(=O)N/N=C/c2ccc(OC(=O)c3cccc4ccccc34)c([N+](=O)[O-])c2)cc1	-15%	-11%	-18%	-3%	4	-14%	8%	2.7	-1%
Cc1ccc2nc(SCC(=O)Nc3ccc4c(c3)OCCO4)nc(=O)n2c1	-9%	-1%	-6%	13%	1	-25%	5%	-0.4	-5%
Cc1ccccc1CNC(=O)CCCn1ncn2c(cc3occc32)c1=O	15%	10%	1%	5%&14%	1	5%	8%&0%	-3.0	-3%
COC(=O)C1CCC(C)(C(=O)Nc2ccccc2)C1(C)C (stereo not drawn)	-5%	0%	-1%	-4%	2	-16%	23%	-2.0	-1%
COc1ccc(-n2c(=O)c3ccccc3n(CC(=O)NC3CCCCC3)c2=O)cc1OC	5%	-2%	-1%	8%	0	2%	5%	-1.1	0%
Cc1cc([N+](=O)[O-])ccc1NC(=O)CSc1nncn1-c1cccnc1	6%	-2%	-7%	5%	-1	14%	6%	0.2	0%
CCOc1ccc(NC(=O)Nc2nnc(CC(=O)NCc3ccccc3)s2)cc1	-13%	-4%	-7%	18%	4	-14%	-2%	-1.9	2%
CCOC(=O)c1sc(=S)n(C)c1NC(=O)c1ccccc1C	-14%	-27%	6µM*	nt	-28	?	4%	-5.7	3%
CC(C)CNC(=S)N1CCC(NC(=O)C23CC4CC(CC(C4)C2)C3)CC1	-1%	-1%	-4%	-14%	0	-7%	11%	-0.9	-10%
CCc1noc(C)c1C(=O)NNC(=O)COc1ccc(Br)cc1	-2%	0%	-3%	0%	0	4%	4%	0.4	5%
O=S(=O)(N/N=C\C=C\c1ccccc1)c1ccccc1	-3%	-7%	-8%	-24%	nt	-5%	-21%	-1.8	9%
CCOC1=C2CN(S(=O)(=O)c3ccc(C)cc3)C(c3ccccc3)CC2N(S(=O)(=O)c2ccccc2Cl)C(c2ccccc2)C1 (stereo not drawn)	-20%	0%	2%	28%	-1	-3%	-3%	-0.3	13%
O=C(Nc1ccc(-c2nc3ccccc3s2)c(O)c1)C1=COCCO1	-12%	-25%	-15%	9%	-8	-27%	-11%	2.1	-8%
COc1ccc(-c2cc3ncccc3cn2)cc1	6%	-4%	3%	-22%	-4	4%	-10%	-0.5	15%
O=C(CNS(=O)(=O)c1ccc2ccccc2c1)OCc1nnc(-c2ccccc2)o1	-11%	15%	-14%	7%	-2	4%	?	-0.5	7%
COc1cc(C(=O)Nc2nnc(C(C)(C)C)s2)c([N+](=O)[O-])cc1OC	5%	-1%	?	nt	5	-10%	16%	-0.3	3%
O=C(CCNC(=O)c1ccccc1Cl)OCC(=O)c1ccccc1	-11%	0%	-17%	-37%	-2	13%	18%	0.2	5%
CC1CCN(S(=O)(=O)c2cnc[nH]2)CC1	-11%	1%	-1%	17%	0	-3%	-16%	5.4	-3%
C=COCCNC(=S)Nc1cccc(Cl)c1	5%	-7%	-1%	12%	0	-1%	-2%	-2.8	10%
COC(=O)Cc1c(C)c2cc(Cl)c(OC(=O)c3ccco3)cc2oc1=O	10%	2%	-28%	-1%	-4	11%	-48%[inhibitor]	-0.6	-4%
COc1ccccc1N/C=C(\C#N)c1nc2ccccc2[nH]1	-9%	-3%	5%	-26%	0	9%	-6%	4.1	-11%
NC(=O)[C@@H]1CCCN1Cc1c(C(=O)N2CCc3ccccc3C2)nc2ccc(Cl)cn12	-19%	2%	-9%	33%	0	4%	8%	2.5	-13%
COc1ccc(-c2cc(C(=O)Nc3ccc(S(N)(=O)=O)cc3)c3ccccc3n2)cc1OC	-3%	3%	-17%	?	5	-2%	-14%	-0.8	4%
CCOC(=O)C1CCN(Cc2nc(-c3ccc(OC)c(OC)c3)no2)CC1	-23%	8%	4%	-26%	-7	-15%	17%[9.22 µM]	-3.6	4%
CC(C)CNc1nc(=S)nc(N(C)C)[nH]1	13%	-6%	-7%	12%	nt	9%	19%	-3.1	-3%
CN(CC1CCCO1)S(=O)(=O)c1ccc(C(=O)Nc2ccc([N+](=O)[O-])cc2)cc1 (stereo not drawn)	-21%	-3%	-2%	nt	0	-34%	-13%	-2.5	6%
O=C1CCN(Cc2ccc(Cl)cc2Cl)C(=O)N1	-5%	-2%	-3%	20%	-2	3%	10%	-0.7	7%
CCOC(=O)C1=C(c2ccccc2)OC(N)=C(C#N)C1c1cccs1 (stereo not drawn)	9%	-6%	-6%	19%	nt	2%	2%	-2.1	9%
O=C(COc1cccc2ccccc12)Nc1ccc(Cl)cc1C(=O)O	-28%	-12%	27µM*	7%	-54*	-15%	5%	-3.8	10%
CCOC(=O)c1sc(=S)n(-c2ccccc2)c1SC	0%	-2%	-6%	18%	7	-2%	12%	-0.1	10%
Cc1cc(C(=O)CN2c3cccc4cccc(c34)S2(=O)=O)c(C)n1C	-3%	0%	-12%	19%	?	-13%	14%	-0.2	18%
O=C1CN(C(=O)CCCc2c[nH]c3ccccc23)c2ccccc2N1	-4%	2%	2%	19%	-12	-2%	-11%	-0.9	11%
O=C(Nc1ccc(Cl)cc1)c1cc(-c2cccs2)on1	14%	1%	-3%	-7%	-2	-11%	2%	-1.5	6%
Cc1cc(O)c(C2(C(F)(F)F)NCCNC2=O)cc1C (stereo not drawn)	25%	-1%	-4%	19%	nt	1%	0%	-2.5	6%
COc1ccc(/C(C)=N/NC(=O)Cn2nc([N+](=O)[O-])cc2C)cc1	6%	1%	-6%	-9%	-5	-2%	16%	0.8	4%
O=c1oc2ccccc2nc1/C=C(O)/C=C\c1ccccc1	-5%	3%	-5%	nt	-7	-15%	-13%	-2.6	5%
Cc1ccc(C)c(-n2ccnc2SCC(=O)c2c(N)n(C3CC3)c(=O)[nH]c2=O)c1	?	-3%	?	-14%	-3	-5%	?	0.0	6%
CCN(C(=O)Cn1nc(C)c([N+](=O)[O-])c1C)C1CCS(=O)(=O)C1 (stereo not drawn)	2%	-1%	-15%	7%	4	-6%	23%	-0.6	-5%
Cc1cc(C)c(NC(=O)COC(=O)COc2ccc3c(C)cc(=O)oc3c2)c(Cl)c1	12%	-4%	2%	-17%	-2	-4%	9%	-0.1	-6%
Cc1ccc(C(=O)CC2C(=O)N(c3ccccc3)C(=S)N2c2ccccc2)cc1 (stereo not drawn)	-3%	-3%	-14%	nt	0	-21%	-25%	0.9	5%
Cc1cc(C)c2c(=O)n(CC(=O)Nc3ccc(Br)c(C)c3)sc2n1	-3%	-43%[inhibitor]	3µM*	18%	-62*	3%	-90%[inhibitor]	-0.6	3%
CCCCCCOC(=O)CC1CC(C(C)=O)C1(C)C (stereo not drawn)	-5%	1%	2%	-10%	7	-23%	5%	-0.2	-9%
Cc1cc(N2CCCCC2)nc(N2CCOCC2)n1	-1%	-1%	-10%	14%	-4	5%	1%	-3.3	12%
COc1ccc(NS(=O)(=O)c2cc(C(=O)N3CCN(C(C)=O)CC3)ccc2Cl)cc1	1%	1%	-10%	10%	2	-8%	-9%	1.1	2%
O=C(CSc1nccc(=O)[nH]1)NCc1ccc2c(c1)OCO2	3%	-2%	-7%	3%	0	-2%	-11%	0.0	10%
NC(=O)[C@H]1CC2(CC(c3cccc(NC(=O)[C@H]4CCC(=O)N4)c3)=NO2)CN1C(=O)CC(c1ccccc1)c1ccccc1 (stereo partly drawn)	4%	-5%	-7%	?	-5	13%	1%	-0.2	-3%
CN1CCN(C(=O)/C=C\C(=O)O)CC1	8%	1%	0%	-4%	4	0%	2%	-0.1	8%
CC(=NNC(=O)CSc1nc2ccccc2o1)c1ccco1	3%	0%	-1%	-1%	2	-6%	3%	1.4	6%
Cc1csc(=O)n1CCC(=O)O	5%	6%	-5%	8%	0	-4%	3%	0.8	9%
O=C(CSCc1cnn(-c2ccccc2)c1-n1cccc1)NCC1CCCO1 (stereo not drawn)	0%	-5%	-4%	14%	-1	2%	2%	-0.5	3%
CCn1c(SCC(=O)N/N=C/c2ccc(OC)c(OC)c2)nc2ccccc21	2%	-9%	-2%	-6%	nt	-6%	2%	-3.2	-2%

3 of the entries above in order of the FUS suppressor value, descending.
| smiles | FUS suppressor |
| --- | --- |
| Cc1cc(C)n2nc(C(=O)OCC(=O)N(C)C3CCCCC3)nc2n1 | 21% |
| O=C(COc1cccc2ccccc12)Nc1ccc(Cl)cc1C(=O)O | 7% |
| COc1ccc(/C(C)=N/NC(=O)Cn2nc([N+](=O)[O-])cc2C)cc1 | -9% |
